sPLA2-III inh = Blocks human group III sPLA2 activity; QFRET BODIPY PC-A2 liposome hydrolysis, fluorescence; inhibition, % at 12.2 µM; 370,000 compounds, 0.56% hits; AID 743126;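 active = inhibition above mean plus 3 SD of compounds lying within the high and low control bounds, cut at about 19% in these data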;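 also: 0% = median of test compound wells and 100% = no enzyme DMSO wells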
KLK7 zymogen act = activators of human kallikrein-7 zymogen. purified proKLK7, EDANS-DABCYL substrate fluorescence; 100% is mature enzyme control, 0% vehicle. activation, % at 7 µM. 370,000 compounds, 0.9% hits;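 active = activation above the mean of all tested compounds plus 3 SD, computed per campaign excluding outliers beyond control limits, cut at about 13% in these data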
DAX1 inh-1 = DAX1 (NR0B1) inhibition, primary screen; HEK293T StAR-luciferase reporter, SF-1/DAX-1 repression relief; inhibition, % at 6.8 µM; 370,000 compounds, 1.1% hits; AID 652010;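 active = inhibition above the mean over all tested compounds plus 3 SD, cut at about 3.6% in these data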;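 also: 0% = DAX-1 cells with DMSO and 100% = cells lacking DAX-1 with DMSO; higher inhibition means more luminescence from relief of DAX-1 repression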
NPR1 activator = GC-A (human) enzyme activation. P16066. HEK293 GC-A cells, cGMP TR-FRET, EC30 ANP; 0% at EC30 ANP, 100% saturating ANP. activation, % at 10 µM. 370,000 compounds, 0.14% hits; in the data active = activation above about 40%
GAA850 FXN act = increases GAA850 frataxin promoter reporter activity; HEK293 lucGAA850 FXN promoter luciferase reporter, 24 h; percent of 10 µM SAHA response; activation, % at 6 µM; 360,000 compounds, 0.56% hits; AID 540364;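 active = activation above the average of all compounds screened plus 3 SD, cutoff fixed separately per campaign, cut at about 7.5% in these data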;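 also: 0% = DMSO wells and 100% = 10 µM SAHA wells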
ssDAF-12 act = activators of S. stercoralis DAF-12 nuclear receptor. 370,000 compounds, 1% hits. HEK293 ssDAF-12/GRIP1 lit1-tk-luc reporter, luminescence; % of 3 µM dafachronic acid response. activation, % at 6.8 µM;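 active = activation above the mean over all tested compounds plus 3 SD, cut at about 0.9% in these data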;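 also: 0% = DMSO-only wells and 100% = 3 µM delta7-dafachronic acid wells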
hgDAF-12 ag = activates the H. glycines DAF-12 receptor ligand-binding domain. 370,000 compounds, 1.8% hits. HEK293 GAL4-hgDAF12 UAS-luciferase reporter, agonist luminescence; normalized to butyrate control. activation, % at 6.8 µM. AID 687014;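 active = activation above a cutoff set at the mean of all screened compounds plus 3 SD, cut at about 10% in these data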;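 also: 0% = DMSO wells and 100% = sodium butyrate wells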
GC-B act = GC-B (human) receptor activation | P20594 | HEK293-GC-B cells, CNP EC30, cGMP TR-FRET; 0% at EC30 CNP, 100% saturating CNP | activation, % at 10 µM | 370,000 compounds, 0.11% hits | AID 1920062;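 active = activation at 10 µM reaching about 35% in either raw or pattern-adjusted values, limit read from the data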
Target sequence (P20594 whole entry, looked up): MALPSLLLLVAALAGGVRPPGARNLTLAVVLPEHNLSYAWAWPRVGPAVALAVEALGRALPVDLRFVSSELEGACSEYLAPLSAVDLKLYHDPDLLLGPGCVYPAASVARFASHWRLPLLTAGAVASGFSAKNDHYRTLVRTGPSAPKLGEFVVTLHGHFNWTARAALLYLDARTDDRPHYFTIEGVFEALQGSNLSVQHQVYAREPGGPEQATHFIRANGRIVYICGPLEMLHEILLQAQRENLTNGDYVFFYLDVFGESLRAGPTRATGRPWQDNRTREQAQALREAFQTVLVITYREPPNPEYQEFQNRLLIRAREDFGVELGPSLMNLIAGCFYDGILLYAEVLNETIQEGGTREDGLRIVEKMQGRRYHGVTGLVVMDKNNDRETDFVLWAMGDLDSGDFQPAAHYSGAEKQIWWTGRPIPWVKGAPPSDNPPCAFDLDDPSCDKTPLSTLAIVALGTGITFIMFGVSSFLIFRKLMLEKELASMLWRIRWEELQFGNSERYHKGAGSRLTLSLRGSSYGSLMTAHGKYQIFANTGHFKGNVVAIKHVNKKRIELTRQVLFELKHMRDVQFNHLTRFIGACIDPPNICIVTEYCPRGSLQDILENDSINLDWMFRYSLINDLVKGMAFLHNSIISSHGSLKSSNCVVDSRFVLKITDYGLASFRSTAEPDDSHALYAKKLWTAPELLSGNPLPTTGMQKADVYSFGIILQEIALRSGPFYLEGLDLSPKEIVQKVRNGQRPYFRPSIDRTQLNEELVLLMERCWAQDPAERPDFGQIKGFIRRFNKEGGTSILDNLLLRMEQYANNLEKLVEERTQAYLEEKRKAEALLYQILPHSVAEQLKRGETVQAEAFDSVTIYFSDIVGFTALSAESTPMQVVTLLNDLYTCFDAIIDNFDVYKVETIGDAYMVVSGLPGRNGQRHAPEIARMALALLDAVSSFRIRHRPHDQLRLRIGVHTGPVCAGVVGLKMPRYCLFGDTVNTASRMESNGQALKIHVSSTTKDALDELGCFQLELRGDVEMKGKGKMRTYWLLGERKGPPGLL
DAX1 inh-2 = NR0B1 (DAX1) inhibition | inhibition, % at 6.75 µM | HEK293 Gal4-DAX1 luciferase reporter, luminescence | P51843 | AID 504766 | 340,000 compounds, 0.99% hits;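 active = inhibition above the mean over all tested compounds plus 3 SD, cut at about 4.2% in these data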;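 also: 0% = DAX1-transfected cells with DMSO and 100% = empty-vector control cells with DMSO; inhibition shows as a rise in luminescence from relieved DAX1 repression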
SMARCA2 activ = activators of SMARCA2 function; MG213 cells, MMTV-luciferase reporter, dexamethasone, overnight; activation, % at 9.1 µM; 370,000 compounds, 1% hits; AID 652017; in the data active = activation above about 7.8%;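 also: 0% = vehicle wells and 100% = reference activator wells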
hcDAF-12 act = activators of H. contortus DAF-12 nuclear receptor; 370,000 compounds, 1.4% hits; activation, % at 6.8 µM; AID 652067; HEK293 hcDAF-12 lit1-tk-luc reporter, luminescence; 0% DMSO, 100% Δ7-dafachronic acid;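 active = activation above the mean of all tested compounds plus 3 SD, cut at about 5.5% in these data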;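 also: 100% = response to 3 µM Δ7-dafachronic acid high control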
* marks the source's active call; other numbers are inactive results; nt = not tested or not shown.

compound,sPLA2-III inh,KLK7 zymogen act,DAX1 inh-1,NPR1 activator,GAA850 FXN act,ssDAF-12 act,hgDAF-12 ag,GC-B act,DAX1 inh-2,SMARCA2 activ,hcDAF-12 act
CCn1cc(C(=O)N2CCOCC2)c(=O)c2cc(S(=O)(=O)N(C)C3CCCCC3)ccc21,-1,-0.3,-0.7,4,-1.7,-0.4,0.3,-2,0.5,-1,-0.8
COc1cc(/C=C/C(=O)O)ccc1OS(=O)(=O)c1c(C)cc(C)cc1C,-12,0.1,-1.2,2,-1.6,-0.6,4.4,0,-0.7,-1,-1.2
COc1ccc(C(=O)OCC(=O)Nc2nnc(-c3ccccc3)o2)cc1,-1,-0.4,0.1,-4,2.5,-0.3,-1.5,-4,1.5,-1,0.1
c1csc(-c2noc(CN3CCc4sccc4C3)n2)c1,3,-0.4,0.6,2,-0.1,-1.4,4.4,3,0.3,0,-0.1
COc1ccc(/C=N/NC(=O)c2cccc(Br)c2)cc1CSc1ccccn1,0,-0.2,-0.3,-2,-0.6,-0.9,4.1,2,1.2,-1,2.6
CCOC(=O)N1CCC(n2c(SCC(=O)N3CCCC3)nc3ccccc3c2=O)CC1,2,-0.3,-0.3,0,0.0,-1.8,-0.6,-2,-0.8,-1,-1.6
CC(C)c1nc(SCC(=O)NCc2ccccc2)n[nH]1,7,-0.4,0.8,-2,0.7,-0.9,1.1,5,-0.5,-1,-0.1
COc1ccc(OC)c(CN2CCN(C(=O)[C@@H](NC(=O)c3cccc(C)c3)C(C)C)CC2)c1,-3,0.9,-1.3,-4,-5.4,-1.3,-2.1,1,-0.9,-1,-1.9
Cc1cc(OCCN2CCCCC2)nc2ccccc12,-3,-0.1,0.1,1,nt,-0.3,-2.2,-2,nt,-2,0.5
O=C(Nc1nc2ccsc2c(=O)s1)c1ccc(F)cc1,-6,0.5,1.8,-13,2.0,0.1,6.1,-14,nt,4,0.6
CCOP(=O)(OCC)c1ccccc1OCP(C)(=O)COc1ccccc1P(=O)(OCC)OCC,0,-0.3,-0.9,6,1.6,-0.9,-0.1,-1,0.7,1,-2.2
Cc1ccc(Nc2cc(-c3ccccc3)nc3ncnn23)cc1,0,0.5,-0.4,-1,2.7,-1.5,0.0,-1,0.4,-8,-2.6
CCOC(=O)c1ccc(NC(=O)c2cc3c(C)nn(-c4ccccc4Cl)c3s2)s1,19,-0.7,-0.1,-2,1.0,-0.6,1.6,-4,3.2,-2,-1.0
CCc1c(-c2ccc(F)cc2)ncn1Cc1cccc(-c2ccccc2)c1,-15,0.0,-1.7,-13,nt,-1.8,2.6,-11,nt,-7,-2.0
CC(=O)NC(CC(=O)O)c1ccc(F)cc1 (stereo not given),4,-0.1,-0.9,5,0.4,-1.7,-1.4,-1,0.9,-1,-0.2
COc1ccc(CN2CC(=O)N(c3cc(Cl)ccc3C)C2=S)cc1OC,-47,-0.2,0.0,18,-0.5,-0.8,-1.4,-5,-0.3,-2,-1.4
Cc1ccc(-c2c(NC(=O)c3ccc(F)cc3)nc3ncccn23)cc1,2,8.7,-0.3,1,nt,-1.2,0.7,3,nt,-2,-1.0
O=C(c1ccco1)N1CCN(S(=O)(=O)c2c(Cl)cccc2Cl)CC1,2,0.1,-0.2,-4,0.3,-1.1,-0.6,-7,-0.1,1,-2.3
CC1CCCC(NC(=O)COC(=O)[C@@H](NC(=O)c2ccccc2Cl)C(C)C)C1C (stereo not given in full),-2,-0.2,1.1,0,2.3,-0.9,6.4,-2,1.1,-4,0.0
Cc1ccccc1N(CC(=O)N/N=C/c1cc(Br)c(C)o1)S(C)(=O)=O,-11,-0.6,0.7,-2,1.7,-1.3,-0.5,-7,-2.0,-4,4.2
O=C(Nc1ccc2c(c1)OCO2)c1n[nH]c(=O)c2ccccc12,-10,1.2,2.5,4,9.8*,-0.6,18*,-1,1.6,5,1.6
Cc1ccc(Nc2ccncc2S(N)(=O)=O)cc1,-2,0.6,-0.2,2,0.2,-0.8,1.4,0,nt,1,0.0
O=C(NCc1ccco1)C1Cc2c(-c3cccc(F)c3)ccnc2O1 (stereo not given),-7,-0.5,-3.1,1,-3.2,-1.3,-3.3,-2,nt,3,-2.6
Cc1ccccc1Cn1ccc(-c2ccc3c(c2)OCO3)n1,-6,-0.1,0.6,-3,0.9,-1.2,0.5,0,1.0,2,0.7
CC1(C(=O)Nc2cccc(Oc3ccccc3)c2)Cc2c(-c3ccc4c(c3)OCO4)ccnc2O1 (stereo not given),-6,-0.1,-3.8,-2,-3.3,-1.2,3.1,3,nt,0,-2.4
O=C1CCc2cc(NS(=O)(=O)c3ccc(Cl)cc3)cc3c2N1CC3,6,0.4,1.3,0,2.9,-0.5,3.2,-3,1.6,-1,0.1
Cc1ccsc1S(=O)(=O)N1CCCC(CCC(=O)NCc2ccccc2F)C1 (stereo not given),-2,0.8,-1.0,-1,1.5,-1.6,-1.2,1,1.1,-2,-1.1
CC(C)c1ccc(Nc2nnns2)cc1,0,-0.3,-0.3,1,-1.0,-0.1,0.6,0,1.1,-1,0.9
NC(=O)C1CCN(C(=O)CSc2ncccn2)CC1,3,-0.2,0.1,2,0.0,-0.8,-1.0,-3,-1.6,-4,-0.4
CCC(C)(C)NC(=O)Cc1ccc(OC)c(OC)c1,0,0.7,-0.2,3,-0.4,-1.0,-1.2,6,0.3,4,-0.1
Cn1c(=O)c2[nH]c(CCC3CCCC3)nc2n(C)c1=O,6,-0.9,0.8,20,1.6,-0.1,1.0,14,1.9,-3,1.8
COCCNC(=O)C1C(=O)Nc2ccccc2C(=O)N1c1ccc2c(c1)OCCO2 (stereo not given),15,-0.4,1.9,0,nt,-1.1,-0.5,1,nt,-1,0.1
CN(C)c1ccc(C=Cc2nccc3ccccc23)cc1,-80,1.3,0.7,11,nt,0.2,2.8,-15,nt,-2,3.7
COCCNC(=O)c1cccc(OC2CCN(Cc3ccc(F)c(OC)c3)CC2)c1,-5,0.7,-0.4,0,0.7,-1.5,-1.2,-2,-1.4,-1,-1.7
O=C(Nc1nccs1)c1ccc(COc2ccc(Cl)cc2)o1,-2,0.7,-0.2,4,0.2,-0.8,1.3,-1,-1.2,1,-0.6
CCOc1ccc(NC(=O)c2ccc3c(c2)N(C)CCS3)cc1,3,0.5,5.0*,-1,2.2,-1.3,9.6,1,2.5,3,0.8
Cc1cc(NC(=O)c2ccccc2)cc(NC(=O)c2ccccc2)c1C,3,-0.1,-0.1,30,1.2,0.9,0.8,-1,0.7,3,3.9
COc1ccc(C)cc1NC(=O)C(NCC(O)c1ccccc1)c1ccccc1 (stereo not given),-8,0.3,0.1,-6,0.4,-1.1,0.3,-2,-0.7,-2,-1.1
Cc1ccc2[nH]c(=O)c(CC=C(Cl)Cl)c(C)c2c1,-1,0.0,-0.2,-25,1.4,-1.6,-3.1,-19,-0.3,0,-0.5
NNc1nnc2c3cc(F)ccc3n(CCc3ccccc3)c2n1,1,-0.5,-0.1,-7,-0.7,-0.9,-1.6,1,-0.4,-4,-2.6
NC(=O)CC(NC(=O)c1ccccc1)c1ccc(NC2CCCC2)c([N+](=O)[O-])c1 (stereo not given),3,-0.3,0.2,-1,1.8,-0.8,1.5,2,-0.1,-1,-2.0
O=C(CN1CCN(C(=O)CN2C(=O)NC3(CCCC3)C2=O)CC1)Nc1cccc(F)c1,3,0.1,0.2,1,-0.6,-1.2,-3.0,-2,0.1,-4,-0.8
Cc1ccc(C2CCN(C(=O)Nc3ccccc3)C2)cc1 (stereo not given),5,-0.5,1.0,-6,7.3,-0.5,6.3,-2,1.9,5,-0.7
O=C(NCCNC(=O)Nc1ccc(Cl)cc1)Nc1ccc(Cl)cc1,-5,1.1,-0.3,2,0.0,-1.4,0.9,-1,-0.1,-5,1.7
COc1cc(/C=C/C(=O)OCC(=O)Nc2ccccc2Sc2ccc(Cl)cc2)ccc1O,-33,-1.0,-0.9,10,1.5,-1.4,-2.8,-2,1.1,-6,-1.6
COC(=O)CCc1c(C)c(C(=O)c2cc(OC)c(OC)c(OC)c2)c2ccccn12,0,0.6,-1.0,7,-0.2,-1.3,-2.6,7,0.8,-1,-2.2
COC(=O)c1ccc(OC(=O)CCN2C(=O)C3C4c5ccccc5C(c5ccccc54)C3C2=O)cc1 (stereo not given),1,0.0,0.4,-8,0.7,-1.4,0.2,-1,-1.1,3,-2.2
COc1ccc(C2SC[C@@H](C(=O)O)N2C(C)=O)cc1 (stereo not given in full),5,-0.4,0.2,9,-1.2,-1.3,-0.1,3,-0.1,0,-1.5
O=S(=O)(Nc1cccnc1)c1cccnc1,14,0.0,0.0,-3,0.5,-1.4,-5.4,2,-0.1,2,-0.6
CCOC(=O)N/N=C\c1cccc(OC)c1,2,-0.4,1.4,1,4.6,0.0,3.4,-4,0.6,2,-0.6
CCOc1ccc(NC(=O)CCc2nnc3ccc(N4CCN(C)CC4)nn23)cc1,4,-0.2,0.8,0,-0.5,-0.6,-2.0,-2,0.4,-1,0.9
COc1cc2c(cc1NC(=O)CSc1nnc(-c3ccccc3C)n1Cc1ccco1)oc1ccccc12,-17,-0.2,-2.0,-3,nt,-1.5,3.2,10,nt,-5,0.2
O=C(NCCO)c1cccc(Cl)c1,1,-0.5,0.5,6,-0.7,-0.9,-1.1,8,0.6,-2,-2.1
COc1ccc(NC(=O)COC(=O)[C@@H]2CCCN2C(=O)c2cccs2)cc1,-4,0.4,-0.1,-2,-1.9,-1.2,0.6,0,-0.6,-1,-0.7
COc1ccc(NC(=O)N[C@H]2C=C[C@@H](CC(=O)NC3CCC3)O[C@@H]2CO)cc1,15,-0.2,-0.1,0,nt,-0.2,0.6,-1,nt,-6,1.2
COCCOc1cc(NC(=O)c2ccccc2)c(Cl)cc1Cl,0,-0.1,-1.7,-2,-0.5,-1.0,3.7,-1,0.0,0,-3.0
Cc1onc(-c2ccccc2Cl)c1C(=O)OCC(=O)N1CCCCC1,8,0.4,-2.0,0,1.3,-0.4,-3.4,-2,-0.2,0,-2.6
O=C1c2cccnc2C(=O)N1Cc1ccc(S(=O)(=O)NCc2ccco2)s1,0,0.3,-0.1,3,-2.8,-0.9,0.8,3,1.4,-2,0.0
COCCCNc1nc2ccccc2nc1NS(=O)(=O)c1ccccc1,4,2.9,-0.4,-1,0.1,-1.1,2.6,0,-0.6,-5,-1.8
C=CCNC(=O)CC12CC3CC(C1)CC(CC(=O)NCC=C)(C3)C2,8,-0.6,-0.2,0,-0.9,-1.9,-0.6,-5,1.1,-2,-1.1

Source: PubChem BioAssay
